Bioassay records (PubChem BioAssay)
Efflux pump mplx = antifungal efflux pump inhibition, Nile Red retention | S. cerevisiae Candida pump triplex | inhibition, % at 10 µM | 330,000 compounds, 0.44% hits;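 active = plate passing quality check with inhibition over a set limit, or well fluorescence over plate mean plus 4 SD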;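 note: Nile Red retained in pooled yeast measured as flow cytometry median fluorescence; 0% = buffer negative control and 100% = Enniatin B positive control; higher means more Nile Red kept so more efflux inhibition; some compounds called inactive have numbers as strong as hits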
AGP1-GFP MLPCN = modulators of TOR pathway AGP1-GFP in S. cerevisiae; S. cerevisiae AGP1-GFP multiplex flow cytometry, 3 h; GFP as percent of DMSO wells; GFP response vs DMSO, % at 10 µM; 320,000 compounds, 0.02% hits;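 active = GFP response relative to DMSO above a set limit, near screen average plus 3 SD, cut at about 150% in these data; inconclusive = fewer than 70 cells counted for the yeast strain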;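 note: median GFP channel fluorescence of the gated AGP1 strain per well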
LAP4-GFP MLPCN = alters LAP4-GFP fluorescence in TOR pathway yeast screen. S. cerevisiae LAP4-GFP multiplex, flow cytometry GFP, 3 h; median GFP as percent of DMSO wells. GFP response vs DMSO, % at 10 µM. 320,000 compounds, 0.34% hits. AID 2023;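 active = GFP response vs DMSO above a set limit, about the screen mean plus 3 SD, cut at about 150% in these data; inconclusive = under 70 cell events counted for the yeast strain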
AHR act = human AHR activation; 320,000 compounds, 2.5% hits; P35869; AID 2796; AHR-responsive luciferase reporter cells, luminescence; activation, % at 5 µM; in the data active = activation above about 47%;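 note: 0% = vehicle wells and 100% = reference agonist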
Target sequence (P35869 whole entry, looked up): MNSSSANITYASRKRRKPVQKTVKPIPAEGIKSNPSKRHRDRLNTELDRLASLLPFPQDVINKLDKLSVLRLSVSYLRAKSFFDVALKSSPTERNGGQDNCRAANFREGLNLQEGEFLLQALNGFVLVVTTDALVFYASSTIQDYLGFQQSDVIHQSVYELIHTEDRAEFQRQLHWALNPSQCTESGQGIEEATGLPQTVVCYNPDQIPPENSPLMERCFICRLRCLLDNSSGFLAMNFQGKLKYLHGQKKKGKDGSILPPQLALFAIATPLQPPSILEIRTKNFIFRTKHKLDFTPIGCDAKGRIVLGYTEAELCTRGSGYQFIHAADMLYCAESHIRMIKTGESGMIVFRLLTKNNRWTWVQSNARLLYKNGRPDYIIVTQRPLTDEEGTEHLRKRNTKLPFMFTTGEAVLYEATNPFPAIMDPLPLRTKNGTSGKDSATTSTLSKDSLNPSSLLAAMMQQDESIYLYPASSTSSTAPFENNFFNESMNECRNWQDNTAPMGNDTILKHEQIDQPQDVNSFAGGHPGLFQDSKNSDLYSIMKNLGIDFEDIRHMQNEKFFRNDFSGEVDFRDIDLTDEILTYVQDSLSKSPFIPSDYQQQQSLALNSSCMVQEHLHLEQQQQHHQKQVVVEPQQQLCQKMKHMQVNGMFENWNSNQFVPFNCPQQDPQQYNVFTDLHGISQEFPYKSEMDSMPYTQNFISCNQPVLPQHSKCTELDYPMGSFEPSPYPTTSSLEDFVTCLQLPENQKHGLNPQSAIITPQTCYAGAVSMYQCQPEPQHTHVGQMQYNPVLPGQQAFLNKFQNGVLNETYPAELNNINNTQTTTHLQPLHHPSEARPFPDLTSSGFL
CR mimetic SO = yeast age-related superoxide inhibition as caloric restriction mimetic; S. cerevisiae aged cells, superoxide DHE fluorescence; hits give low values; superoxide response (% of plate mean), % at 10 µM; 330,000 compounds, 0.18% hits;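 active = superoxide response under a set limit, about three screen SD below normal, cut at about 65% in these data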;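 note: yeast aged for seven days with compound at 30 °C before DHE staining; 100% = average MFI of all compound-treated wells on the plate with controls excluded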
MEP2-GFP yeast = alters MEP2-GFP fluorescence in TOR pathway yeast screen | S. cerevisiae MEP2-GFP strain, flow cytometry GFP, 3 h; 100% = DMSO control level | GFP response vs DMSO, % at 10 µM | 330,000 compounds, 0.51% hits;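 active = GFP response versus DMSO above a set limit, roughly screen mean plus 3 SD, cut at about 180% in these data; inconclusive = fewer than 70 cells counted for a yeast strain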;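 note: median GFP fluorescence of the barcode-gated MEP2-GFP cells per well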
CIT2 TOR yeast = yeast TOR pathway CIT2-GFP modulation; 320,000 compounds, 0.065% hits; GFP response vs DMSO, % at 10 µM; S. cerevisiae CIT2-GFP strain, flow cytometry, 3 h; 100 means same as DMSO wells;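 active = GFP response relative to DMSO above a set limit, near the screen mean plus 3 SD, cut at about 150% in these data; inconclusive = Fewer than 70 cells measured for a yeast strain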;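 note: ratio of well median GFP fluorescence to mean of DMSO wells on the plate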
RPL19A-GFP yeast = yeast TOR pathway RPL19A-GFP modulation; S. cerevisiae RPL19A-GFP strain, flow cytometry, 3 h; hits give low values; percent response vs DMSO, % at 10 µM; 330,000 compounds, 0.3% hits;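 active = percent response vs DMSO below 50%; inconclusive = fewer than 70 events counted for the yeast strain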;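 note: median channel GFP fluorescence of the barcoded RPL19A-GFP strain; ratio of sample median GFP to plate DMSO average so 100% = DMSO; lower means less RPL19A-GFP as with rapamycin TOR inhibition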
Starred values were filed as active, the others as inactive; i = inactive; ? = inconclusive; · = no result given; [ ] = dose if it differs, or a comment. Not a hit list, and some 3.9% of all compounds hit somewhere here.

SMILES	Efflux pump mplx	AGP1-GFP MLPCN	LAP4-GFP MLPCN	AHR act	CR mimetic SO	MEP2-GFP yeast	CIT2 TOR yeast	RPL19A-GFP yeast
CCOc1ccc2[nH]c(=O)c(C(c3nnnn3CCOC)N3CCOCC3)cc2c1 (configuration not stated)	0.0	92	95	1	80	95	88	94
CN(c1cccc(NC(=O)c2ccccc2N(Cc2ccccc2)S(C)(=O)=O)c1)S(C)(=O)=O	0.1	97	99	-1	92	101	102	103
Cc1c(Cl)cccc1NC(=S)NCCCN(C)C	-0.3	98	102	-1	80	98	96	98
Cc1nn(CCCC(=O)Nc2c(F)cc(F)cc2Br)c(C)c1[N+](=O)[O-]	-0.1	103	107	-1	83	98	102	100
NC(=O)[C@H]1CC2(CC(c3cccc(NC(=O)c4ccccc4)c3)=NO2)CN1C(=O)[C@H]1CCC(=O)N1 (some centres not stated)	0.0	90	101	-1	106	92	79	100
O=C(NCc1ccco1)c1ccc2nccnc2c1	0.0	108	95	-3	85	91	100	107
CCc1ccc(C(=O)Nc2cc(C)on2)o1	0.1	100	100	-6	95	104	97	106
O=C(CN1C(=O)C(=O)N(C2CCCC2)C1=O)NCCc1ccc(Cl)cc1Cl	-0.3	98	103	0	105	105	95	101
Cn1nccc1C(=O)Nc1ccc(S(=O)(=O)N2CCCC2)cc1	3.2	?	?	3	99	?	?	?
CCOC(=O)Cn1ccc(NC(=O)c2ccc3c(c2)OCO3)n1	-0.1	93	89	4	97	93	99	95
COc1ccc(C2=NOC(Cn3nc(-c4ccccc4C)cc3C(=O)O)C2)cc1 (configuration not stated)	0.1	65	86	1	217	89	101	96
CCn1c(SCc2nc3ccccc3[nH]2)nnc1-c1cccs1	-0.6	109	100	2	90	101	100	99
COc1cccc2sc3ccc(C#CC4(O)CCCCC4)cc3c(=O)c12	0.1	92	123	-6	96	102	85	81
CCc1sc(C(=O)NCCc2ccc(S(N)(=O)=O)cc2)cc1C	-0.1	103	101	1	83	105	99	99
c1ccc2sc(NN=C3CCCC3)nc2c1	0.1	92	105	40	122	95	93	93
Cc1ccc(CC(=O)Nc2cc(C)ccn2)cc1	0.0	111	86	0	105	105	122	107
Oc1ccccc1/C=N/n1c(-c2cccs2)n[nH]c1=S	-0.1	99	95	15	98	101	100	101
Cn1cc(CN2CCCCC2C(=O)Nc2ccc(-n3cccn3)cc2)cn1 (configuration not stated)	-0.1	101	94	-2	93	91	103	107
CC(C)OC(=O)/C(=C/c1ccc2c(c1)c1ccccc1n2C)NC(=O)c1ccccc1	0.0	104	95	80*	105	102	103	103
CC(C)c1ccc(NC(=O)c2cccc(Br)c2)cc1	0.1	87	90	43	98	97	91	93
COCCN1C(=O)c2oc3cc(C)c(C)cc3c(=O)c2C1c1cccc(O)c1 (configuration not stated)	-0.1	109	95	-6	101	98	103	103
O=C(NCc1nc2ccccc2[nH]1)C1=C[C@H](c2ccc(Br)cc2)C[C@H](OCc2ccc(CO)cc2)O1	0.1	92	87	6	90	94	89	94
COc1cc(CC(=O)N(c2ccccc2)c2nc(C)cs2)cc(OC)c1OC	0.0	103	106	2	79	103	109	101
Cc1cccc(S(=O)(=O)NCC2CCCO2)c1 (configuration not stated)	-0.2	96	·	0	106	98	90	98

Rewritten with bars between the fields: part of the list above.
smiles | Efflux pump mplx | AGP1-GFP MLPCN | LAP4-GFP MLPCN | AHR act | CR mimetic SO | MEP2-GFP yeast | CIT2 TOR yeast | RPL19A-GFP yeast
c1ccc2sc(NN=C3CCCC3)nc2c1 | 0.1 | 92 | 105 | 40 | 122 | 95 | 93 | 93
Cc1ccc(CC(=O)Nc2cc(C)ccn2)cc1 | 0.0 | 111 | 86 | 0 | 105 | 105 | 122 | 107
Oc1ccccc1/C=N/n1c(-c2cccs2)n[nH]c1=S | -0.1 | 99 | 95 | 15 | 98 | 101 | 100 | 101
Cn1cc(CN2CCCCC2C(=O)Nc2ccc(-n3cccn3)cc2)cn1 (configuration not stated) | -0.1 | 101 | 94 | -2 | 93 | 91 | 103 | 107
CC(C)OC(=O)/C(=C/c1ccc2c(c1)c1ccccc1n2C)NC(=O)c1ccccc1 | 0.0 | 104 | 95 | 80* | 105 | 102 | 103 | 103

Further entries follow:
SMILES	Efflux pump mplx	AGP1-GFP MLPCN	LAP4-GFP MLPCN	AHR act	CR mimetic SO	MEP2-GFP yeast	CIT2 TOR yeast	RPL19A-GFP yeast
O=C(COc1ccccc1)Nc1nonc1NC(=O)COc1ccccc1	0.2	100	99	0	106	103	100	101
CCN(CC)S(=O)(=O)c1ccc(NS(=O)(=O)c2ccc3oc(=O)[nH]c3c2)cc1	0.1	92	86	-1	89	97	97	96
COc1cccc(N/C(SCc2ccccc2Cl)=C(/C#N)C(=O)NCc2cccs2)c1	0.6	100	97	1	95	103	100	103
O=C(CSc1nnc(NC(=O)c2ccco2)s1)NC1CCCCC1	-0.1	106	99	-2	77	100	101	97
O=C(CSc1nccc(=O)[nH]1)c1c[nH]c2ccccc12	0.0	101	118	12	104	101	108	96
CC(Sc1nccn1C)C(=O)Nc1ccccc1 (configuration not stated)	0.0	101	94	-2	91	97	101	106
O=C(CC(=O)c1cc(Cl)ccc1O)c1ccccc1	-0.9	95	105	43	93	99	98	98
COc1ccc(C(=O)OCCc2sc[n+](CC(=O)c3ccccc3)c2C)cc1	-0.1	104	94	-1	101	101	96	101
CCc1nnc(NC(=O)C(=O)NCCOC(=O)c2ccccc2Cl)s1	0.0	96	94	-1	119	95	94	97
Cn1c2ccccc2c2cc(/C=N/NC(=O)c3ccc(O)cc3O)ccc21	0.7	88	87	7	86	92	85	99
COc1ccc(OC)c2sc(N3CCN(C(=O)c4ccc([N+](=O)[O-])s4)CC3)nc12	0.1	86	160*	17	121	106	88	95
Cc1ccc(-c2n[nH]c(=S)c3ccccc23)cc1	-0.1	98	101	6	79	105	99	97
COc1ccccc1OCC(=O)NNc1c2ccccc2nc2ccccc12	-0.1	107	109	-4	92	100	98	95
O=C1CCC(=O)N1OCCCCOc1ccccc1	0.0	108	113	2	104	100	103	101
Cc1cccc(C(=O)NC(=S)Nc2ccc(S(=O)(=O)N(C)c3ccccc3)cc2)c1	-0.1	91	101	13	98	99	83	99
CCOC(=O)C1=C(C)C2C3C(=O)N(c4cc(C)ccc4C)C(=O)C3C1(C)C1C(=O)N(c3cc(C)ccc3C)C(=O)C21 (configuration not stated)	0.2	109	108	5	104	119	108	108
Cc1onc(-c2ccccc2)c1C(=O)OCC(=O)Nc1ccc(Cl)cc1	-0.3	95	120	4	119	102	89	101
Cc1cc(Br)ccc1SCC(=O)NNC(=O)c1ccco1	0.1	97	97	11	95	102	93	96
Cn1c(COc2ccccc2)nnc1SCc1cc(=O)[nH]c2ccccc12	0.0	105	103	3	99	98	102	99
O=C(CSc1nnc(-c2cccnc2)n1-c1ccccc1)Nc1ccccc1	0.2	107	104	0	83	103	·	101
Cc1nccc2[nH]c(=O)c(C(=O)NC3CCCCC3C)cc12 (configuration not stated)	0.1	104	107	20	92	99	101	105
COc1ccc(NS(=O)(=O)c2ccc(NN=Cc3ccc(C(=O)O)cc3)c([N+](=O)[O-])c2)cc1	-0.2	105	106	-1	105	94	94	95
COc1ccc(N2CCN(c3ccc(NC(=O)c4ccc5c(c4)OCO5)cc3C#N)CC2)cc1	-0.1	100	105	4	111	108	92	104
CC(C)Oc1cccc(C(=O)C2CCCN(C(=O)CCn3cnnn3)C2)c1 (configuration not stated)	-0.2	102	100	2	93	100	112	101
COC(=O)c1sccc1NC(=O)Nc1ccc(OC)cc1OC	-0.3	94[may fluoresce green]	93[may fluoresce green]	32	106	99[may fluoresce green]	116[may fluoresce green]	98[may fluoresce green]
CCOC(=O)CN1C(=O)N[C@@H](c2cccc(C(F)(F)F)c2)[C@@H](C(=O)OC)[C@H]1C	-0.2	94	142	-1	111	94	117	103
Cn1ccnc1SCC(=O)c1ccc(OC(F)F)cc1	-0.1	99	92	5	84	101	101	100
CN1CC(=O)Nc2ccc(F)cc2C1=O	-0.1	100	89	0	92	96	103	100
CCCC(C)NC(=O)COc1ccc(Sc2ccc(OCC(=O)NC(C)CCC)cc2)cc1 (configuration not stated)	-1.0	102	88	5	93	70	96	100
CCN1CCN(Cc2nc3c(c(=O)[nH]c(=O)n3C)n2Cc2ccccc2Cl)CC1	0.0	100	99	3	119	96	97	100
COCCN=c1scc(-c2cccs2)n1/N=C/c1ccc(O)c(O)c1O	-0.2	96	107	21	95	103	101	100
CCC1(O)c2ccccc2-c2ncccc21 (configuration not stated)	0.0	101	108	0	97	96	104	102
CCC(C)c1ccc(OCC(=O)Nc2ccc(Cl)cn2)cc1 (configuration not stated)	-0.2	103	93	-1	93	104	·	100
Cc1sc2nc(C3CC3)nc(SCC(=O)N3CCc4ccccc4C3)c2c1C	0.1	106	105	6	82	102	99	97
Cc1cc(C)c(NC(=O)CSc2nc(=O)n(CCN3CCOCC3)c3c2CCCC3)c(C)c1	0.0	106	114	-1	88	96	102	98
COc1ccc(NC(=O)CN(C)C(=O)c2cc3c(cc2Cl)N2CCCCCC2=NS3(=O)=O)cc1	-0.1	104	100	4	99	107	96	100

Complete entries from above. Order of screens: Efflux pump mplx, AGP1-GFP MLPCN, LAP4-GFP MLPCN, AHR act, CR mimetic SO, MEP2-GFP yeast, CIT2 TOR yeast, RPL19A-GFP yeast
Listed for `CN1CC(=O)Nc2ccc(F)cc2C1=O` : -0.1, 100, 89, 0, 92, 96, 103, 100
Listed for `Cc1sc2nc(C3CC3)nc(SCC(=O)N3CCc4ccccc4C3)c2c1C` : 0.1, 106, 105, 6, 82, 102, 99, 97
Listed for `Cn1ccnc1SCC(=O)c1ccc(OC(F)F)cc1` : -0.1, 99, 92, 5, 84, 101, 101, 100

Remaining list, next part.
SMILES	Efflux pump mplx	AGP1-GFP MLPCN	LAP4-GFP MLPCN	AHR act	CR mimetic SO	MEP2-GFP yeast	CIT2 TOR yeast	RPL19A-GFP yeast
Cc1nc(CNS(=O)(=O)c2cc(F)ccc2F)cs1	0.0	103	99	-1	94	99	93	95
Cc1c(Cl)cccc1NC(=O)C1CCN(S(C)(=O)=O)CC1	0.0	108	107	2	92	98	108	108
O=C(Nc1ncc2c(n1)-c1ccccc1CC2)c1cccc(Cl)c1	-0.1	98	98	29	100	104	96	97
Cc1ccc(S(=O)(=O)NC(=O)NC(=O)N(C)S(=O)(=O)c2ccc(C)cc2)cc1	-0.3	94	93	-1	88	98	95	99
CCc1cccc(CC)c1NC(=O)CN1CCc2cc(OC)c(OC)cc2C1	-0.1	100	98	-2	i	98	100	100
CC(C)N(C(=O)CSc1nnc(-c2cc3ccccc3cc2O)n1Cc1ccco1)C(C)C	0.0	105	105	6	93	105	98	100
COc1cc(OC)c(OC)cc1/C=N/NC(=O)CSc1ccccc1F	-0.1	104	81	3	97	97	95	103
O=C1Nc2ccccc2N(O)N1c1ccc(Cl)cc1	0.1	109	92	16	94	108	103	109
COc1cc(/C=N/O)ccc1OCc1ccc([N+](=O)[O-])cc1	-0.1	107	106	30	99	106	96	105
COc1ccc(OCC(O)CN(CCO)CC(O)Cn2ccc3ccccc32)cc1 (configuration not stated)	0.1	100	88	6	103	100	100	103
CC1(C)CC(=O)C=C(Nc2ccccc2O)C1	0.0	98	99	13	103	102	99	98
NC(=O)c1ccc(N2CCN(S(=O)(=O)c3cccs3)CC2)c([N+](=O)[O-])c1	0.5	99	100	-6	112	97	97	98
Cc1ccc(C(=O)OCCN(C)Cc2ccccc2)cc1	-0.1	103	95	0	74	99	102	105
